TRPC4 inh = inhibitors of mouse TRPC4 channel | Q9QUQ5 | HEK293 TRPC4beta/mu-opioid, DAMGO-evoked Fluo4 calcium flux; stronger effect = lower value | B-score at 10 µM | 0.39% of 300,000 active;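 active means B-score over 3 SD under the library average, no early fluorescence shift, positive overall ratio signal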
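Material: HEK293 cells with stable TRPC4beta plus mu-opioid receptor expression / Probe or stimulus: DAMGO in two steps, submaximal then maximal / Compound: single concentration per test compound / Technique: kinetic Fluo4 fluorescence imaging of calcium influx / Read-out: per-well B score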
HIF act = HIF pathway transcriptional activation; U2OS HRE-luciferase reporter, luminescence; normalized: DMSO 0%, desferrioxamine 100%; activation, % at 7.5 µM (by protocol); 0.32% of 300,000 active; AID 1910;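 active means mean activation of at least 10% of the iron chelator positive control signal, with at least half of replicates also reaching 10%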
TRPC4 agonist = opens the mouse TRPC4 cation channel | Q9QUQ5 | B-score at 10 µM | AID 2237 | 0.49% of 310,000 active | HEK293 TRPC4beta/mu-opioid, Fluo4 calcium fluorescence; stronger effect = higher value;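 active means B-score above 5 SD of library B-scores, and initial fluorescence ratio not above library mean plus 5 SD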;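 further: positive B-score marks a calcium rise read as TRPC4 activation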
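Test system: HEK293 cells stably co-expressing mouse TRPC4beta and mu-opioid receptor | Schedule: Fluo4 dye loading 45 min at room temperature, 110 s recording | Measured by: Kinetic Fluo4 calcium fluorescence, 5 s baseline at 1 Hz | Evaluation: B score of integrated ratio | Controls: Buffer (low) and maximal DAMGO (high)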
TRPC4 potent = allosterically enhances the mouse TRPC4 cation channel; HEK293 TRPC4beta/mu-opioid, DAMGO EC20, Fluo-4 Ca2+ flux; stronger effect = higher value; B-score at 10 µM; 0.42% of 310,000 active;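 active means B-score of calcium response area above 5 SD of library B-scores, with initial fluorescence ratio within 5 SD of library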;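 further: B-score of integrated fluorescence ratio over time as area under calcium response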
TRPC6 inh = inhibitors of mouse TRPC6 channel. Q61143. HEK293-TRPC6, membrane potential dye, ACh-evoked depolarization; stronger effect = lower value. B-score at 10 µM. 1.1% of 310,000 active;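 active means B-score under library mean minus 3 SD, initial fluorescence not abnormally high, positive integrated signal ratio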;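 further: B-score derived from integrated fluorescence ratio over the kinetic read; more negative B-score means stronger inhibition of depolarization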
MrgX1 antagonist = antagonists of human MrgX1 receptor. 1.3% of 310,000 active. Q96LB2. MRGX1-HEK293 calcium flux, Fluo-4, BAM8-22 antagonism; stronger effect = lower value. B-score at 10 µM;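 active means calcium-response B-score plate-corrected more than 3 library SD below zero, starting fluorescence within 5 deviations, no agonist response on first addition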;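 further: peak minus trough fluorescence over baseline after final BAM8-22 challenge near maximal dose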
Target sequence (Q96LB2 whole entry, looked up): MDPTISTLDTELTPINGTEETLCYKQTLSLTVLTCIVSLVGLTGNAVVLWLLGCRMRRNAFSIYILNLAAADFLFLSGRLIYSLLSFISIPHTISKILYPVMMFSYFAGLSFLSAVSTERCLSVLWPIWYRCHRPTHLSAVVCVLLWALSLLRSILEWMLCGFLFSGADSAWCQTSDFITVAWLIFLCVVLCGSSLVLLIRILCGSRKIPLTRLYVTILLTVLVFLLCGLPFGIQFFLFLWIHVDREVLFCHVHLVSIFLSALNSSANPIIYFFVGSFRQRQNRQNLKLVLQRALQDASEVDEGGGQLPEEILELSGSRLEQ
aSyn UTR inh = MLPCN primary screen, SNCA 5' untranslated region; alpha-synuclein 5'UTR reporter, inhibitor activity; 0.82% of 300,000 active; inhibition, % (tested at 7.5 µM); in the data active means inhibition above about 60%;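 further: H4 neuroglioblastoma cells stably carrying SNCA 5'UTR luciferase fusion; 0% = DMSO wells and 100% = positive control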
IEC-6 cytotox = kills IEC-6 intestinal cells in KLF5 counter-screen. inhibition, % at 5 µM. AID 1825. IEC-6 cytotoxicity, luminescence viability. 0.78% of 290,000 active; in the data active means inhibition above about 22%;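 further: 0% = plate median of test compound wells and 100% = cytotoxic reference compound wells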
TRPC6 act = activators of mouse TRPC6 channel; 0.13% of 310,000 active; B-score at 10 µM; HEK293-TRPC6 membrane potential dye fluorescence; stronger effect = higher value;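 active means B-score of the integrated fluorescence ratio above library mean plus 3 SD, and starting fluorescence ratio within library mean plus 5 SD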;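 further: higher score means more depolarization so channel activation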
KLF5 inh = suppresses KLF5 promoter-driven expression; DLD-1 KLF5 promoter-luciferase reporter, luminescence; inhibition, % at 5 µM; 0.23% of 290,000 active;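 active means inhibition above a per-plate limit of that plate's mean compound inhibition plus 3 SD, cut at about 60% in these data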;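 further: 0% = DMSO wells and 100% = LY294002 at 200 µM; higher means less KLF5 promoter-driven luciferase light; inactives centre near -14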
SKKanGAS inh = blocks kanamycin growth of S. pyogenes SKKanGAS strain. BacTiter-Glo, 6 h. inhibition, % at 7.5 µM. 1.3% of 300,000 active;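 active means mean replicate score, as percent of positive control median, at least 50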;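 further: strain carries kanamycin resistance gene driven by streptokinase promoter and grows in 40 µg/ml kanamycin; loss of luminescence reflects streptokinase promoter inhibition or plain growth inhibition; 0% = median of DMSO wells and 100% = positive control at its reference dose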
* marks the source's active call; other numbers are inactive results; i = inactive; / = no result given. An unsorted share of the library (roughly 5.8% active in at least one column).

Structure | TRPC6 act | TRPC4 inh | SKKanGAS inh | TRPC4 potent | IEC-6 cytotox | TRPC6 inh | aSyn UTR inh | KLF5 inh | HIF act | MrgX1 antagonist | TRPC4 agonist
O=C(Nc1ccc(S(=O)(=O)N2CCCCC2)cc1)c1ccco1 | i | i | 27 | i | -4 | i | -3 | -15 | -0.3 | i | i
O=C(CSc1nc(=O)n(CCN2CCOCC2)c2c1CCCC2)Nc1ccc(F)cc1F | i | i | 0 | i | / | i | -15 | / | 1.1 | i | i
NC(=O)CC[C@H](NC(=O)c1ccc(F)cc1)C(=O)OCC(=O)NCc1ccc(F)cc1 | i | i | -1 | i | 2 | i | 26 | -9 | -0.3 | i | i
CCOc1ccc(-c2onc(C(F)(F)F)c2-c2cscn2)c(O)c1 | i | i | 7 | i | 4 | i | -33 | 0 | -0.1 | i | i
O=C1Cc2ccccc2C(=O)N1c1ccc(F)cc1Cl | i | i | 0 | i | -3 | i | -2 | -5 | 2.4 | i | i
COc1ccccc1NC(=O)CN1CCOCC1 | i | i | 3 | i | -3 | i | -4 | -33 | 0.3 | i | i
CCOc1ccccc1NC(=S)NCCc1ccc(F)cc1 | i | i | -1 | i | 0 | i | -8 | 11 | 0.1 | i | i
O=C(NC1C(=O)NNC1c1ccc(Cl)cc1)c1ccc(F)cc1 (stereo unspecified) | i | i | 11 | i | -3 | i | 15 | -19 | -0.1 | i | i
O=C(Cc1ccccc1)Nc1ccccc1C(=O)N1CCCCC1 | i | i | -8 | i | 8 | i | -8 | 6 | -1.2 | i | i
Cc1ccc(-c2nn(-c3cc(N4CCNCC4)ccc3[N+](=O)[O-])c(=O)c3ccccc23)cc1 | i | i | -1 | i | 4 | -9.6* | 12 | -33 | -0.5 | i | i
CC1(C)C2CC[C@]3(C)C(CC=C4[C@@H]5C[C@@](C)(CO)CC[C@]5(C(=O)O)CC[C@]43C)[C@@]2(C)CC[C@@H]1O (stereo partly specified) | i | i | 13 | i | / | i | 11 | / | 0.1 | i | i
O=C(COc1ccc(Br)cc1)Nc1cc(S(=O)(=O)N2CCCCC2)ccc1N1CCCCC1 | i | i | -2 | i | -6 | i | 40 | -35 | 0.2 | i | i
O=C(CCCOc1ccccc1)Nc1nncs1 | i | i | 0 | i | -4 | i | -22 | -12 | -0.5 | i | i
CCCC1CCC(=NNS(=O)(=O)c2ccc(C)c([N+](=O)[O-])c2)CC1 (stereo unspecified) | i | i | -2 | i | -2 | i | -4 | 4 | -0.4 | i | i
CC(=O)c1nc(N2C(=O)C3CC=C(C)CC3C2=O)sc1C (stereo unspecified) | i | i | -1 | i | -4 | i | -7 | -22 | 0.1 | i | i
O=c1[nH]cc(S(=O)(=O)NCc2ccccc2)c(=O)[nH]1 | i | i | -2 | i | 2 | i | -14 | -52 | -0.6 | i | i
O=c1[nH]c(O)c(/C=C2\C=Nc3ccccc32)[nH]1 | i | i | -2 | i | 3 | i | -35 | -23 | 0.6 | i | i
N#CC1=C(N)Oc2n[nH]c(-c3ccccc3)c2C1c1ccncc1 (stereo unspecified) | i | i | 1 | i | -3 | i | -4 | -2 | -0.3 | i | i
Nc1ccc2nc(-c3ccccc3)[nH]c2c1 | i | i | 5 | i | 4 | i | -126 | -185 | 4.9 | i | i
Clc1cccc(Cl)c1CO/N=C/c1cccs1 | i | i | -12 | i | -2 | i | 0 | -37 | 0.3 | i | i
CN(C(=O)c1cccc(C(=O)N(C)c2ccccc2)c1)c1ccccc1 | i | i | 2 | i | -4 | i | -3 | -26 | -1.8 | i | i
N/C(=N\OC(=O)CC1CCCCC1)c1ccccn1 | i | i | 7 | i | -1 | i | -90 | -121 | 0.8 | i | i
COc1ccc(-c2nnc(SCc3nc4ccccc4s3)n2C(C)C)cc1 | i | i | -3 | i | 0 | i | -107 | -51 | 1.6 | i | i
CCCCOC(=O)C1CCCC(C(=O)OCCCC)N1 (stereo unspecified) | i | i | -1 | i | -1 | i | 0 | -3 | -0.3 | i | i
Cc1cc(NC(=O)CCC(=O)N(CC(=O)NCC2CCCO2)c2ccccc2)no1 (stereo unspecified) | i | i | 7 | i | 2 | i | 24 | 2 | 0.1 | i | i
Cc1ccccc1NC(=O)NC1(C(=O)N2CCOCC2)CCCCC1 | i | i | -2 | i | 2 | i | 26 | -23 | 2.3 | i | i
COc1cc2c(cc1OC)CN(C(=O)c1cc(S(=O)(=O)N3CCOCC3)c(Cl)cc1Cl)CC2 | i | i | 3 | i | 2 | i | 5 | -18 | 0.1 | i | i
COc1ccc(-c2nc3ccccc3o2)cc1OC | i | i | -5 | i | 8 | i | -82 | -86 | -17 | i | i
CCCCc1cc(=O)oc2cc(OCc3cc(OC)c(OC)c(OC)c3)c(Cl)cc12 | i | i | 1 | i | 8 | i | 16 | -19 | -7.7 | i | i
Cc1cc(OCC(=O)Nc2ccc(N3CCN(C)CC3)cc2)ccc1Cl | i | -6* | 1 | i | -8 | -5.1* | -43 | -66 | 2.3 | i | i
COc1ccc(Nc2nc(NCCN3CCOCC3)nc(Nc3ccc(OC)cc3)n2)cc1 | i | i | 3 | i | -3 | i | 11 | -29 | -3.1 | i | i
Nc1nc(-c2cc(O)ccc2[N+](=O)[O-])cc(-c2ccccc2)c1[N+](=O)[O-] | i | i | 26 | i | -17 | i | -120 | -44 | -0.8 | i | i
COc1ccc(C)cc1S(=O)(=O)N1CC(C)OC(C)C1 (stereo unspecified) | i | i | -1 | i | -4 | i | 19 | -11 | -0.5 | i | i
COc1ccc(NC(=O)CCS(=O)(=O)c2cc3c(cc2C)NC(=O)CO3)cc1 | i | i | -1 | i | 13 | i | -2 | -6 | -0.4 | i | i
CCOC(=O)c1c(NC(=O)CSc2nc3nc(C)cc(C)n3n2)sc(CC)c1C | i | i | 6 | i | 0 | i | 5 | -39 | 0.3 | i | i
CCC(C)NC(=O)C1CCN(c2nc(OC)nc(OC)n2)CC1 (stereo unspecified) | i | i | -2 | i | -1 | i | 16 | 1 | -0.3 | i | i
C=CCNC(=O)c1onc(CSc2ccccc2CC)c1C(=O)O | i | i | 20 | i | -6 | i | 1 | -18 | 0.0 | i | i
CC1(C)Oc2ccc(C(=O)NC3CC3)cc2N(CC(=O)N2CCOCC2)C1=O | i | i | 2 | i | -2 | i | -5 | -30 | -0.1 | i | i
COc1ccccc1OCc1nc(-c2ccc([N+](=O)[O-])cc2)no1 | i | i | 8 | i | -3 | i | -48 | -33 | 0.7 | i | i
O=C(COC(=O)C1CC1)Nc1ccc(OC(F)F)cc1 | i | i | -4 | i | 1 | i | 9 | -13 | -0.4 | i | i
O=C1c2ccccc2NC(c2ccco2)N1O (stereo unspecified) | i | / | -8 | i | -5 | i | 6 | -14 | 0.5 | i | i
CC(C)(C)c1csc(NC(=O)c2cccnc2)n1 | i | i | -5 | i | -2 | i | -51 | -50 | 0.6 | i | i
CSc1ccc(OC2CCCCC2NS(=O)(=O)c2ccccc2)cc1 (stereo unspecified) | i | i | -1 | i | 2 | i | 6 | -2 | -0.3 | i | i
Oc1ccc2ccccc2c1N=Nc1ccccn1 | i | i | 12 | i | 8 | i | 75* | 11 | 33* | i | i
O=C(NC(=S)NN1CCCCC1c1cccnc1)c1ccc(Br)cc1 (stereo unspecified) | i | i | 24 | i | 2 | i | -10 | -20 | -0.7 | i | i
Cc1ccc(S(=O)(=O)N2CCN(CC(=O)N/N=C/C=C/c3ccccc3)CC2)cc1 | i | i | 1 | i | -3 | i | 11 | 12 | 1.0 | i | i
CN(C)C(=O)c1nc2ccc(Cl)cn2c1CN1CCCC(OCc2cccnc2)C1 (stereo unspecified) | i | i | -10 | i | 6 | i | 10 | -11 | -0.4 | i | i
C=C(C)c1cccc(C(C)(C)NC(=O)NCCCN2CCCC2=O)c1 | i | i | -4 | i | -2 | i | 15 | -41 | 0.0 | i | i
CCOc1ccc(C(=O)NC(C)CCc2ccccc2)cc1 (stereo unspecified) | i | i | -5 | i | -1 | i | -26 | -19 | 0.7 | i | i
CCOC(=O)c1ccc(NC(=O)CN(Cc2ccc(Cl)cc2)S(C)(=O)=O)cc1 | i | i | 2 | i | 0 | -6.6* | 6 | -37 | -0.3 | i | i
CCCn1nnnc1NCc1ccc(C(C)C)cc1 | i | i | -2 | i | 12 | i | 3 | -3 | 0.1 | i | i
CCCCOC(=O)c1ccc(NC(=O)C(=O)NCc2ccccn2)cc1 | i | i | -2 | i | -2 | i | 13 | -25 | 0.0 | i | i
Cc1ccccc1C(=O)Nc1c(C(=O)N2CCN(C)CC2)cnn1-c1ccccc1 | i | i | 2 | i | -9 | i | 9 | -10 | 0.3 | i | i
Cc1cc(N2CCN(C)CC2)nc2ccc(NC(=S)NCCN3CCc4ccccc4C3)cc12 | i | i | 6 | i | 5 | i | -13 | -3 | -17 | i | i
COc1ccc(NC(=S)NCC2CCN(c3ccc(OC)cc3)C2)cc1 (stereo unspecified) | i | i | 2 | i | -6 | i | 9 | -14 | -1.0 | i | i
O=C(NCc1ccccc1)C1CC(=O)N(c2ccc(OCC(=O)N3CCCC3)cc2)C1 (stereo unspecified) | i | i | -13 | i | 11 | i | -19 | -28 | -0.1 | i | i
Cc1cccc(C(=O)OCC(=O)c2ccc3c(c2)OCO3)c1O | i | i | 49 | i | 5 | i | -153 | -89 | 3.3 | i | i
CCCCNC(=O)CSc1nc(N)c(C(=O)Nc2ccc(OC)cc2)s1 | i | i | 0 | i | -5 | i | -40 | -17 | 2.8 | i | i
CN1/C(=C/C=C(C#N)C#N)C=Cc2ccccc21 | i | i | 11 | i | -5 | i | -7 | -20 | 0.1 | i | i
CCC(=O)Nc1sc(Cc2ccc3c(c2)OCO3)c(C)c1C(N)=O | i | i | 22 | i | 1 | i | 11 | -22 | -0.3 | i | i

Screening data (PubChem)
